ALDH1A1 block: ALDH1A1 (human) enzyme inhibition; Purified ALDH1A1, NADH fluorescence, propionaldehyde substrate; P00352; AID 1030; 220,000 tested, 7.3% active; Potency, µM (highest dose often 75.3 µM), inactives show top-dose activity, negative = inhibition, actives largely listed as inhibitors; active means well fitted inhibition curve with a large enough effect, not every such curve was filed as active; inconclusive means small, poorly fitted or top-dose-only effect, or another doubt; inactive means no such curve, though single readings can be large or run the other way;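 further: plate controls were no enzyme wells and a reference inhibitor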
Target sequence (P00352 whole entry, looked up): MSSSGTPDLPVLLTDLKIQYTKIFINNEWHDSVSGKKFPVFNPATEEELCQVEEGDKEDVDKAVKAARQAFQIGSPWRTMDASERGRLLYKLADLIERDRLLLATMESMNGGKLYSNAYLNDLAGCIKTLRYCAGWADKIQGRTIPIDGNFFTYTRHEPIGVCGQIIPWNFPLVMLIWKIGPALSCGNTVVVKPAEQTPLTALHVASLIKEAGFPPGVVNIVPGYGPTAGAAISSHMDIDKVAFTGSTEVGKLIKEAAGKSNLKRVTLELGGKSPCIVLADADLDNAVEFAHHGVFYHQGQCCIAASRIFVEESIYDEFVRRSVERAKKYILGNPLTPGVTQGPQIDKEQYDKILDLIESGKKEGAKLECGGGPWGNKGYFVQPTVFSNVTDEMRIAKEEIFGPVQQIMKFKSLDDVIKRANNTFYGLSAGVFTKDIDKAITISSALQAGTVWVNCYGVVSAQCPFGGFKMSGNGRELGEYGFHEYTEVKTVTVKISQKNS
SMN2 splice up: increases expression of the SMN2 splice variant | AID 1458 | Potency, µM (highest dose often 46.1 µM), for inactives: at the top dose activity change, positive = activation, actives largely listed as activators | HEK293 SMN2-luciferase splicing reporter, luminescence, 30-36 h | 210,000 tested, 2.8% active; further: % of control where 0% means no effect; nearly all actives have a fitted effect of over 55% in size
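HEK293 cells carry an SMN2 […]–luciferase reporter in which exon 7 inclusion puts luciferase in frame. Cells were plated 10-12 h before compound addition, then incubated 30-36 h at 37C. ONE-Glo luminescence was read; sodium butyrate at 4.5 mM final served as control.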
Lamin A splicing: modulators of lamin A splicing. HeLa LMNA splicing GFP/RFP minigene ratio, 48 h. Potency, µM (highest dose often 46.1 µM), inactives show top-dose ratio change, negative = inhibition, most hits filed as inhibitors. 200,000 tested, 0.01% active. AID 1487; active means well fitted inhibition curve with a large enough effect in the signal ratio, with a control signal flat, not every such curve was filed as active; inconclusive means small, poorly fitted or top-dose-only effect, or effect the other way, or a change in a side signal; the % refers to the signal ratio; further: on the % scale 0 is the no-effect control and ±100 the full control effect
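S3 HeLa stable clones carrying a lamin A-EGFP splicing minigene plus DsRed2 were seeded at 600 cells/well in Opti-MEM with 2% FBS, pin-dosed and incubated 48 h at 37°C. Acumen cytometry (488 nm) gave the GFP/RFP total-intensity ratio.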
RECQ1 helicase: blocks DNA unwinding by human RECQ1; AID 2549; RECQ1 DNA unwinding, red fluorescence kinetic read; Potency, µM (series often up to 57.3 µM), without a hit: at the top dose activity, negative = inhibition, usual class: inhibitors; 240,000 tested, 0.54% active; P46063;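 further: plate controls were vehicle for no effect and no enzyme for full effect; nearly all actives have a fitted effect of over 30% in size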
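RECQ1T1 50 nM; forked duplex (20 bp + 30-nt ss tails) 200 nM, ATP 2 mM final; pH 8.0, 2 mM MgCl2, 2.5 ug/ml poly(dI-dC); 15 min compound preincubation; discontinuous kinetic read over 2 h at RT.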
TRb-SRC2 inh: inhibitors of human thyroid hormone receptor beta-SRC2 interaction | TRbeta-SRC2 peptide binding, fluorescence polarization; receptor liganded with 1 µM T3 | Potency, µM (titrated, usually from 106 µM), inactives show top-dose activity change, negative = inhibition, most hits filed as inhibitors | 280,000 tested, 0.065% active | P10828;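 further: plate controls were bound peptide for no effect and peptide without receptor for full effect; nearly all actives have a fitted effect of over 50% in size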
Target sequence (P10828 whole entry, looked up): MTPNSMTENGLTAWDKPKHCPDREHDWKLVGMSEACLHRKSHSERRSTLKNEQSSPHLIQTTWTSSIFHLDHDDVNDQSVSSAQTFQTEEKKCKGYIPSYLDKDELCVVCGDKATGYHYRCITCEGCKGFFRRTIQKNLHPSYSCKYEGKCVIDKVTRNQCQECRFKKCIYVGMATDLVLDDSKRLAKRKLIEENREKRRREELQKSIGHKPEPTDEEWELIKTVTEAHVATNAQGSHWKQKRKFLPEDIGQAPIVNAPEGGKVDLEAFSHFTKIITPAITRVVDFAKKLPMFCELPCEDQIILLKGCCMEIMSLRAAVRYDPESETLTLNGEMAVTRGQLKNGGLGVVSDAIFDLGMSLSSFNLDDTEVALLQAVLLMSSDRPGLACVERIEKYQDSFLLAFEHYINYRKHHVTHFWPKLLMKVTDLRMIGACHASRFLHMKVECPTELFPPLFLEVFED
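Each compound concentration gave % activity, normalized to unbound and bound Texas Red SRC2 controls, from polarization read after 5 hr ambient incubation with T3-loaded human TRb LBD.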
RGS12 GoLoco inh: RGS12 GoLoco-Gai1 interaction inhibition; P63096; Gai1:RGS12 GoLoco peptide FP, rhodamine, 10 min; Potency, µM (top dose mostly 61.6 µM), without a hit: top-dose activity, negative = inhibition, most hits filed as inhibitors; 230,000 tested, 0.44% active; AID 880; active means well fitted inhibition curve with a large enough effect, not every such curve was filed as active; inactive means no such curve, though single readings can be large or run the other way; further: on the % scale 0 is the no-effect control and ±100 the full control effect; nearly all actives have a fitted effect of over 30% in size; many of its hits are not listed in these tables
TR SRC2 fluor cs: Texas Red fluorescence interference in TRb-SRC2 counter-screen | TRb/SRC2 Texas Red total fluorescence interference | Potency, µM (series often up to 106 µM), without a hit: top-dose fluorescence change, negative = quenching | 280,000 tested, 0.29% active; active means well fitted curve in either direction with a large enough effect; inconclusive means small, poorly fitted or top-dose-only effect; further: on the % scale 0 is the no-effect control and ±100 the full control effect
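Human TRb ligand-binding domain at 0.6 uM with 20 nM Texas Red SRC2 peptide in Tris buffer containing 1 uM T3 and 5% DMSO, incubated with compound 5 h at ambient temperature. Total fluorescence (555/632 nm) calculated as parallel + 2 × perpendicular.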
KDM4E inh: inhibitors of human JMJD2E histone demethylase; AID 2147; Potency, µM (highest dose often 57.1 µM), inactives show top-dose activity change, negative = inhibition, actives largely listed as inhibitors; B2RXH2; 230,000 tested, 1.6% active; JMJD2E catalytic domain, FDH-coupled NADH fluorescence (FDH is formaldehyde dehydrogenase); active means well fitted inhibition curve with a large enough effect, not every such curve was filed as active; inconclusive means small, poorly fitted or top-dose-only effect, or another doubt; inactive means no such curve, though single readings can be large or run the other way;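 further: 0% = wells with enzyme and -100% = buffer wells without enzyme; nearly all actives have a fitted effect of over 50% in size; many of its hits are not listed in these tables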
Active calls of the source: *; i = inactive; ? = inconclusive; / = no result given; & = joins results of further samples; [ ] = remark or other dose. Unless noted, the call rests on the fitted dose curve; in most records, active means well fitted curve in the direction sought with a large enough effect; inconclusive means small, poorly fitted or top-dose-only effect, or another doubt; inactive means no such curve, though single readings can be large; an effect the other way counts as inactive or inconclusive. Potency means the concentration at half of the fitted maximal effect. The list is partial, so the mix of outcomes need not match the whole.

SMILES	ALDH1A1 block	SMN2 splice up	Lamin A splicing	RECQ1 helicase	TRb-SRC2 inh	RGS12 GoLoco inh	TR SRC2 fluor cs	KDM4E inh
COc1ccc2[nH]c(C(=O)NCCN3CCCCC3)cc2c1	/	/	/	-4%	3%	14%	-5%	?
O=C(O)C1C2C=CC(O2)C1C(=O)NCc1ccccc1Br (stereo not drawn)	14µM*	-6%	?	0%	-15%	-10%	2%	-1%
CC(C)CC1(C)NC(=O)N(CC(=O)NC(=O)Nc2ccc3c(c2)OCCO3)C1=O (stereo not drawn)	?	/	6%	7%	-22%	/	0%	13%
CC(C)C1CC(CCN)(c2ccccc2)CCO1 (stereo not drawn)	/	/	/	-6%	-8%	-14%	-7%	?
CCC(=O)Nc1c(C(=O)N2CCN(c3ccccn3)CC2)cnn1-c1ccc(Cl)cc1	-2%	1%	-10%	-2%	-4%	7%	-2%	?
COC(=O)c1ccccc1OS(=O)(=O)N(C)C	-4%	-3%	/	i	-4%	7%	1%	1%
CCCCCCCSc1nsc(N)n1	-2%	?	-3%	i	-3%	4%	0%	-12%
Cc1ccc(C(=O)COc2ccc3ccc(=O)oc3c2)cc1	/	/	/	-7%	-5%	6%	-3%	-10%
COc1ccccc1OC1OC2COC(c3ccco3)OC2C(O)C1NC(C)=O (stereo not drawn)	5%	-11%	-5%	3%	-7%	0%	0%	6%
COc1cccc(CN2CCC(C(=O)N3CCN(c4ccccc4F)CC3)CC2)c1	-10%	-8%	-4%	-2%	-2%	9%	-1%	?
Cc1ccc(S(=O)(=O)N2CCCC(C(=O)NCCCN3CCCCC3C)C2)cc1 (stereo not drawn)	-7%	10%	10%	-10%	-3%	10%	-4%	-4%
CC(C)CNC(=O)c1nc(-c2ccccc2)n(-c2ccccc2)n1	13µM*	15%	10%	-7%	9%	-16%	3%	7%
CCc1c(C)sc(NC(=O)c2cnn3cccnc23)c1C#N	?	/	1%	-7%	-4%	-8%	0%	8%
Nn1c(SCC(=O)NC(=O)NCc2ccco2)nnc1-c1ccc(OC(F)F)cc1	-10%	15%	2%	?	-24%	4%	-3%	-4%
N#Cc1nn(-c2ccccc2)nc1N1CCCCC1	?	23%	3%	i	-2%	-5%	-1%	?

Given bar-delimited: entries from further up.
SMILES | ALDH1A1 block | SMN2 splice up | Lamin A splicing | RECQ1 helicase | TRb-SRC2 inh | RGS12 GoLoco inh | TR SRC2 fluor cs | KDM4E inh
CCC(=O)Nc1c(C(=O)N2CCN(c3ccccn3)CC2)cnn1-c1ccc(Cl)cc1 | -2% | 1% | -10% | -2% | -4% | 7% | -2% | ?
COC(=O)c1ccccc1OS(=O)(=O)N(C)C | -4% | -3% | / | i | -4% | 7% | 1% | 1%
CCCCCCCSc1nsc(N)n1 | -2% | ? | -3% | i | -3% | 4% | 0% | -12%
O=C(O)C1C2C=CC(O2)C1C(=O)NCc1ccccc1Br (stereo not drawn) | 14µM* | -6% | ? | 0% | -15% | -10% | 2% | -1%

Later entries
SMILES	ALDH1A1 block	SMN2 splice up	Lamin A splicing	RECQ1 helicase	TRb-SRC2 inh	RGS12 GoLoco inh	TR SRC2 fluor cs	KDM4E inh
CCOc1ccc(CCNC(=O)C2CCN(S(=O)(=O)N3CCC(C)CC3)CC2)cc1OCC	?	-22%	0%	2%	-2%	7%	-3%	-10%
O=C(NCCN1CCCCCC1)c1ccc(CS(=O)(=O)c2ccc(Br)cc2)o1	?	-12%	-4%	-12%	-3%	-1%	1%	-3%
NC(=O)CC(NC(=O)Cc1cccc2ccccc12)c1ccc(NC2CCCCC2)c([N+](=O)[O-])c1 (stereo not drawn)	/	/	/	26%	4%	13%	-1%	-15%
O=C(NCCCn1ccnc1)C(=O)NCC1OCCN1S(=O)(=O)c1cc(F)ccc1F (stereo not drawn)	/	/	/	-7%	4%	3%	-1%	10%
O=C(NCc1cccs1)Nc1ccc(Cl)cc1	0%	10µM*	-10%	i	-3%	1%	-2%	3%
O=C(Cn1nc(-c2ccc(Cl)cc2)c2ccccc2c1=O)NCC1CCCO1 (stereo not drawn)	0%	/	1%	2%	1%	/	2%	-2%
COc1ccc2c(C(=O)CN3CC(C)OC(C)C3)c[nH]c2c1 (stereo not drawn)	?	42%	3%	-2%	5%	27%	0%	-5%
CC(C)CCOc1ccccc1C(N)=O	16%	7%	/	-14%	-12%	7%	-3%	-3%
CCNC(=O)CCC(N)C(=O)O (stereo not drawn)	6%	1%	-6%	i	-4%	8%	-11%	1%
CC1(C)C(O)C=C[C@@]2(C)C1CC(=O)O[C@@]1(C)C3=CC(=O)OC(c4ccoc4)[C@]3(C)CCC21 (stereo partly drawn)	22µM*	-41%[inhibitor]	/	-4%	-1%	-9%	-2%	-2%
Cn1ccnc1C(=O)c1cccc([N+](=O)[O-])c1	3%	10%	-11%	-8%	-14%	12%	0%	-1%
COc1ccc(C2/C=C\CN(S(=O)(=O)c3ccc(C)cc3)CC(=O)N2Cc2cccc(F)c2)cc1 (stereo not drawn)	2%	/	/	-7%	4%	1%	-1%	/
O=C(CCc1nnc(CCCc2ccccc2)o1)NC(C1CC1)C1CC1	1%	14µM*	4%[46 µM]	5%	-8%	10%	-1%	3%
O=C(COC(=O)/C=C/c1ccc(F)cc1)NCc1ccco1	5%	16%	-6%[46 µM]	-1%	-8%	-2%	-6%	14%
COc1ccccc1NC(=O)CSc1ccc2nnc(-c3ccc(C)cc3)n2n1	0%	/	/	-10%	3%	6%	-1%	-4%
COc1cccc(NC2=C(Cl)C(=O)OC2OC(=O)c2ccco2)c1 (stereo not drawn)	-1%	-11%	/	i	-1%	11%	-3%	6%
CCOc1ccccc1NC(=O)COC(=O)CSc1ccc(Cl)cc1	-3%	16%	-15%	-9%	1%	4%	-1%	6%
CCC1(C)COC2(OC1)C(=O)Nc1ccccc12 (stereo not drawn)	-8%	/	4%	i	-5%	3%	1%	1%
O=C(CCCNC(=O)/C(=C\c1ccccc1F)NC(=O)c1ccccc1)OCc1ccccc1	-10%	-4%	-1%	-3%	5%	7%	2%	-7%
CN(C)c1ccc(/C=C2/C(=O)N(c3ccc([N+](=O)[O-])cc3)N=C2N2CCOCC2)cc1	1.3µM*	-10%	5%[0.0737 µM]	-15%	?	3%	-5%	-5%
COc1ccc(C2c3ccc4ccccc4c3Oc3ncn4nc(Cc5ccccc5)nc4c32)cc1OC (stereo not drawn)	-11%	14%	-4%	-8%	-4%	3%	-5%	-6%
C=CCNC(=S)Nc1sc2c(c1C(=O)OCC)CC(C)(CC)OC2 (stereo not drawn)	?	-5%	-6%	-9%	0%	-1%	0%	-6%
COc1cccc(N2CCN(C(=O)c3ccc4nc(N5CCC(C)CC5)sc4c3)CC2)c1	/	-25%	/	-11%	-5%&3%	8%	-5%&-1%	-8%
Cc1cc(C)c(NC(=O)Nc2ccccc2C)c(Cl)c1	9%	1%	/	i	1%	-7%	-4%	10%
O=C(CSc1nnnn1C1CCCCC1)N1CCCC1	?	/	5%	i	-12%	/	2%	4%
CCN(CC)C(=O)c1ccccc1NC(=O)c1ccccc1	11%	-5%	4%[46 µM]	-3%	-7%	5%	-2%	-1%
CCOCC(=O)Nc1cc(C(=O)NCCC(C)C)ccc1Cl	-8%	/	/	i	-3%	8%	-1%	-15%
COc1ccc(-c2[nH]ncc2-c2cnc(C)s2)c(O)c1	5%	-5%	1%	5%	11%	-1%	0%	-13%
CC1(C)CC(NC(=O)Cc2ccccc2[N+](=O)[O-])CC(C)(C)N1	3%	1%	-8%	0%	6%	1%	-2%	7%
OCCC1CN(Cc2ccsc2)CCN1C1CCCC1 (stereo not drawn)	3%	/	?	-11%	0%	2%	-2%	5%
O=C(NCC(F)(F)F)Nc1ncccn1	3%	/	-1%	-7%	4%	/	1%	9%
COCCN1CCN(Cc2nc(Cc3ccc(OC)c(OC)c3)no2)CC1	0%	/	?	i	-5%	5%	-2%	-13%
O=C(COc1ccc2ccccc2c1)Nc1cccc2cccnc12	1%	-15%	?	-11%	5%	11%	-3%	-2%
c1ccc2[nH]c(CSc3ncnc4c3oc3ccccc34)nc2c1	-10%	-64%[inhibitor]	-14%	-6%	-9%	15%	-2%	-9%
S=c1[nH]nc(CCc2ccc(Cl)cc2)o1	?	15%	11%	4%	0%	10%	1%	-9%
Cn1nc(C(F)(F)F)c2cc(NC(=O)OCC(C)(C)C)sc21	?	-7%	-8%	i	-3%	-13%	0%	-4%
C/C(=N\NC(N)=S)c1ccc(Cl)s1	-16%	-12%	3%	i	-6%	3%	1%	0%
Cn1nnnc1SCC(=O)NC(C)(C)C	13%	-2%	4%	-10%	4%	2%	2%	6%
Cc1ccccc1Nc1c(F)c(F)c(F)c(F)c1C(=O)O	0%	-8%	/	-15%	3%	11%	-1%	-4%
O=C(c1nn(-c2ccccc2)c(=O)c2ccccc12)N1CCN(c2ncccn2)CC1	?	-10%	?	i	6%	11%	0%	-35%
O=C(COc1cccc2cccnc12)N1CCc2ccccc21	-6%	?	/	i	-3%	3%	0%	6%
Nc1ccc(NC(=O)c2ccco2)c(Cl)c1	4%	-2%	-12%[46 µM]	i	3%	15%	0%	4%
COc1ccc(/C=N/NC(=O)Nc2cccc3nsnc23)c(OC)c1	?	-3%	-2%	16%	-2%	0%	1%	?
COC(=O)c1c(C)[nH]c(C(=O)CN2CCOCC2)c1C	?	8%	-6%	i	-5%	-10%	2%	0%
O=C(CSc1nc(-c2ccc(F)cc2)cs1)NCCN1C(=O)CSC1=O	-2%	26%	-11%[46 µM]	0%	2%	10%	1%	3%
CCOCC(=O)Nc1ccc([N+](=O)[O-])cc1C	?	-10%	/	i	6%	-16%	5%	9%
CCCCCN1C/C=C\C(c2ccc(OC)cc2)N(Cc2ccc(F)cc2)C(=O)C1 (stereo not drawn)	/	/	/	-12%	3%&-1%	6%	-2%&-1%	9%
COc1ccc(Nc2nc(NCCO)nc(OC)n2)cc1	?	-28%	-3%	1%	1%	0%	1%	-7%

Assay outcomes (PubChem BioAssay)
